Screening data from PubChem BioAssay.
MmCpn inh: inhibitors of Methanococcus maripaludis chaperonin (MmCpn); purified Mm-Cpn ATPase, ADP Transcreener TR-FRET; Potency, µM (top dose mostly 76.9 µM), inactives show at the top dose activity, negative = inhibition, actives largely listed as inhibitors; hit rate 0.031% among 330,000; AID 504842; note: potency is the fitted concentration of half-maximal effect; % is set by controls: 0 for no effect and ±100 for the full control effect; nearly all actives have a fitted effect of over 80% in size
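Eu-cryptate anti-ADP/ADP-d2 competition gives a ratio inversely related to ADP. Enzyme at 25 nM was pre-exposed to compound for 10 min, then given 10 uM ATP for 30 min, 37°C throughout.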
TGFb SMAD3 inh: TGF-b pathway inhibition. hit rate 1.2% among 410,000. HepG2 CAGA-GFP TGF-b/SMAD3 reporter, GFP fluorescence, 18 h; TGF-beta stimulated, 500 pg/mL final. AID 588855. Potency, µM (doses to about 46.1 µM), inactives show top-dose activity, negative = inhibition, hits mostly inhibitors; note: potency is the fitted concentration of half-maximal effect; % is set by controls: 0 for no effect and ±100 for the full control effect; nearly all actives have a fitted effect of over 65% in size
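Inhibition was scored as loss of TGF-beta-induced (500 pg/mL final, 18 hours, 37 degrees C) GFP in HEPG2 cells carrying a CAGA-GFP reporter, in DMEM with 1% FBS. Well GFP was summed per cell; Activity was normalised to unstimulated and stimulated DMSO wells, then concentration-response fitting.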
Akt phos inh: Akt phosphorylation inhibition; Neuro2A IGF-stimulated pAkt S473 HTRF, 20 min; hits give low values; activity change, % for hits at 50 µM; hit rate 0.32% among 360,000; in the data active = activity change below about -80%; inconclusive = mostly about -51% to -80%; note: % is set by controls: 0 for no effect and ±100 for the full control effect
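Neuro2A cells in DMEM with 0.5% FBS, overnight at 37 deg C, given compound at single 50 µM final, then IGF (6 nM final) for 20 min at 37 deg C. Lysed; phospho-Akt Ser473 by HTRF after 24 h, 665/615 ratio.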
HepG2 tox: counter-screen for TGF-b inhibitors: cytotoxicity in HepG2 cells; HepG2 CAGA-GFP viability, ATP luminescence, 18 h; hit rate 0.76% among 410,000; Potency, µM (top dose mostly 46.1 µM), for inactives: at the top dose activity change, negative = cytotoxicity, usual class: cytotoxic; note: potency is the fitted concentration of half-maximal effect; some results filed as inactive show a strong effect at the top dose
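HepG2 CAGA-GFP cells (1000/well, DMEM with 1% FBS) received compound, then TGF-beta at 500 pg/mL final, and were incubated 18 hours at 37 degrees C. Viability was read by CellTiter-Glo luminescence. Media-only wells were set as complete cell-killing and DMSO as no toxicity.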
A549 tox: kills or reduces viability of A549 cells in Nrf2 counter-screen. hit rate 0.16% among 390,000. Potency, µM (titrated, usually from 46 µM), for the others: at the highest dose activity change, negative = cytotoxicity, most hits filed as inhibitors. A549 ARE-Fluc cells, CellTiter-Fluor viability, 18-24 h. AID 504648; note: potency is the fitted concentration of half-maximal effect; % is set by controls: 0 for no effect and ±100 for the full control effect
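Cytotoxicity counterscreen: CellTiter-Fluor fluorescence was measured in A549 ARE_Fluc cells after 18-24 h of compound exposure in a concentration series. The subsequent BugLite luminescent read reports ARE-luciferase activity.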
Nrf2 ARE act: Nrf2 pathway activation | AREc32 ARE-luciferase reporter (MCF7-derived line), luminescence, 24 h | Potency, µM (series often up to 46.1 µM), for the others: top-dose activation, hits mostly activators | hit rate 0.31% among 410,000; note: potency is the fitted concentration of half-maximal effect; % of control where 0% means no effect; nearly all actives have a fitted effect of over 65% in size
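For detection, Steady-Glo was added and plates sat 30 min at RT; before that, AREc32_Fluc cells grown overnight in OPTI-MEM/5% FBS had been treated with 23 nL compound for 24 hr at 37 deg C.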
Nrf2 block: inhibitors of Nrf2 signaling | A549 ARE-Fluc reporter, luciferase luminescence, 18-24 h | Potency, µM (top dose mostly 46 µM), for inactives: at the highest dose activity change, negative = inhibition, usual class: inhibitors | hit rate 2.1% among 360,000 | AID 504444; note: potency is the fitted concentration of half-maximal effect; % is set by controls: 0 for no effect and ±100 for the full control effect; nearly all actives have a fitted effect of over 60% in size
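Concentration-response testing used A549 ARE_Fluc cells at 5000 cells/well. Following an 18-24 h compound incubation, viability was read by fluorescence (Ex 405/Em 525) and luciferase output by luminescence.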
Abeta rescue: A-beta toxicity reversal in yeast. yeast expressing A-beta42, growth rescue, OD600, 48 h; response scale: 0% DMSO, 100% iron-clioquinol control. Potency, µM (titrated, usually from 46.1 µM), inactives show top-dose growth rescue, usual class: activators. hit rate 0.063% among 410,000; note: potency is the fitted concentration of half-maximal effect; nearly all actives have a fitted effect of over 55% in size
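Yeast growth medium received pinned compounds, then yeast cells expressing toxic A-beta were added; plates incubated at 30 C for 48 hr. Growth read as absorbance at 600 nm, normalized to DMSO and equimolar FeCl3 plus clioquinol controls.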
CCT chaperon mod: modulators of cytosolic chaperonin (CCT/TRiC) activity; purified chaperonin ATPase assay, HTRF ADP detection, 30 min; activity change, % (concentration not given with the values), hits read low; hit rate 0.3% among 360,000; AID 651819; in the data active = activity change below about -30%; note: % is set by controls: 0 for no effect and ±100 for the full control effect
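First, chaperonin was dispensed at 40 nM or 20 nM final depending on batch activity. Next, compounds were pinned at 76 uM and ATP added at 10 uM. After 30 min at 37 °C, ADP detection reagents ran 30 min at ambient temperature.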
* hit, by the source's call; i = inactive; ? = inconclusive; / = no result given; & = joins results of further samples; [ ] = remark or other dose. Unless noted, calls come from the whole dose curve; as a rule, active = well fitted curve in the direction sought with a large enough effect; inconclusive = small, poorly fitted or top-dose-only effect, or another doubt; inactive = no such curve, though single readings can be large; an effect the other way counts as inactive or inconclusive.

SMILES | MmCpn inh | TGFb SMAD3 inh | Akt phos inh | HepG2 tox | A549 tox | Nrf2 ARE act | Nrf2 block | Abeta rescue | CCT chaperon mod
COc1ccc(OCC(=O)NC(Cc2c[nH]c3ccccc23)C(=O)O)cc1 (stereo unspecified) | / | 7.7% | / | 1.7% | -2.9% | 3.3% | 1.7% | -14.6% | /
CC(NC(=S)NCCc1ccccc1)C(c1cccs1)N1CCN(Cc2ccccc2)CC1 (stereo unspecified) | 1.4% | ? | i | -43.4% | -8.6% | 0.2% | -26.4% | 1.0% | 0.9
O=C(/C(=C/O)N=Nc1ccccc1)c1ccncc1 | 0.0% | -4.8% | i | -14.2% | -11.1% | 11.7% | / | -59.2%[inhibitor] | -0.3
O=C(c1ccc([N+](=O)[O-])cc1)N1CCSC1c1ccccc1 (stereo unspecified) | -0.4% | 1.9% | i | -0.1% | 0.9% | 2.7% | 5.1% | -0.5% | 0.4
CCOC(=O)Cc1csc(NC(=O)/C=C/c2ccc(OC)cc2)n1 | 4.5% | -11.8% | i | -19.2% | -8.9% | 0.6% | ? | 17.4% | 3.1
Cn1c(-c2ccsc2)c(-c2cccs2)c2cc(-c3ccc4cc[nH]c4c3)ccc21 | -6.5% | -0.3% | i | 1.9% | -3.7% | -0.1% | 26.3% | -4.6% | 0.5
Oc1ccccc1-c1nc(/C=C/c2ccccc2)nn1-c1ccccc1 | -4.5% | 1.2%&-21.6% | i | -24.5%&-6.8% | -0.5%&12.3% | 8.2%&3.8% | -11.7%&-0.4% | -0.8%&14.0% | -0.4
CCOC(=O)N1CCN(C(=O)c2ccc3nc(N4CCCCC4)sc3c2)CC1 | -0.4% | 6.7% | i | 1.2% | 0.9% | 4.9% | -5.0% | 5.1% | 1.9
O=C(O)c1nn(CC(=O)N(C2CCCCC2)C2CCCCC2)c(=O)c2ccccc12 | -8.6% | -25.6% | i | -21.2% | -2.4% | -0.8% | ? | 2.1% | 1.7
O=C(Nc1ccc(C(=O)N2CCN(c3ccc(Cl)cc3)CC2)cc1)C1=CSCCO1 | 0.8% | 3.5% | i | 14.6% | -2.1% | 0.2% | ? | 3.6% | 1.9
COc1ccccc1C(=O)NCCC(=O)N1CCN(C(C)=O)CC1 | -0.8% | ? | i | 28.1% | 1.2% | 3.1% | ? | 11.9% | 2.4
Cc1ccc(Cl)cc1N1CCN(C(=O)CCC(=O)Nc2ccc3nc(N4CCC(C)CC4)cc(C)c3c2)CC1 | / | 3.7% | / | -13.1% | -1.6% | 2.1% | 17.2% | -15.5% | /
Cc1ccc(-c2nc3ccccc3c(=O)n2NC(=S)N(C)C)cc1 | 0.3% | -5.9% | i | -12.7% | 1.4% | 0.1% | 1.0% | 0.0% | -4.9
COc1ccc(CNC(=O)COC(=O)CN2C(=O)COc3ccccc32)cc1 | -1.2% | 12.6% | i | -12.8% | 4.0% | -0.5% | -6.9% | -8.0% | 2.8
Nc1ccc2c(c1)C(O)c1ccc(Cl)cc1-2 (stereo unspecified) | / | -21.5% | i | -19.4% | -1.2% | 2.3% | ? | 10.0% | 1.9
CCOc1ccc(-c2nnc(SCC(=O)NCc3ccc(C)cc3)nc2-c2ccc(OCC)c(OC)c2)cc1OC | / | 0.9% | / | -5.5% | -5.2% | 9.3% | / | -2.3% | /
CCN1C(=O)[C@H]2[C@@H](c3ccc(-c4ccc(Cl)c(Cl)c4)c(OC)c3)N[C@@](C)(C(=O)OC)[C@H]2C1=O | -0.4% | 3.3% | i | 8.3% | -1.9% | 0.5% | -15.7% | 6.7% | 1.5
CCOc1cc2c3c(c1)C1(C(=O)N3C(C)(C)CC2C)C(C#N)=C(N)N2C(=C1C#N)Nc1ccccc12 (stereo unspecified) | -23.5% | 0.0% | i | 6.9% | 2.3% | 6.2% | 22.3% | -3.3% | 2.1
Cc1ccc(CSc2nc3c([nH]c4ccccc43)c(=O)n2C)cc1 | / | -10.1% | / | -24.7% | 1.2% | -0.2% | / | 1.3% | /
S=C(NCCc1ccc(Cl)cc1)NC1CCCC1 | 1.4% | ? | i | -38.9% | -3.4% | -0.6% | -7.7% | 10µM* | 0.8
CCOC(=O)C1CCN(C(=O)CSc2ccc(Cl)cc2)CC1 | 0.0% | -29.6% | i | 4.6% | -5.3% | -0.6% | 10.5% | -1.2% | -0.1
CC(=O)N1CCc2cc3nc(C)cc(C)c3cc21 | -0.2% | -3.8% | i | -39.7% | 12.8% | 0.0% | -14.4% | -4.1% | -3.6
O=C(Nc1ccc(S(=O)(=O)Nc2nccs2)cc1)c1cccc(S(=O)(=O)N2CCOCC2)c1 | 1.7% | 11.2% | i | 1.6% | 0.8% | 0.3% | 15.2% | 10.3% | -0.1
CC12CN(C(=O)c3ccc(Cl)cc3)C3(C#N)CC1CCC23C (stereo unspecified) | 0.0% | 6.8% | i | -12.9% | -10.4% | 0.4% | 8.7% | 22.5% | -0.6
Cc1onc(-c2c(F)cccc2Cl)c1-c1nnc(-c2cccc3ccccc23)o1 | 1.4% | -14.4% | i | -8.0% | 1.9% | -0.7% | 5.7% | -7.7% | 0.0

Quoted at random: two records from the list.
SMILES | MmCpn inh | TGFb SMAD3 inh | Akt phos inh | HepG2 tox | A549 tox | Nrf2 ARE act | Nrf2 block | Abeta rescue | CCT chaperon mod
O=C(/C(=C/O)N=Nc1ccccc1)c1ccncc1 | 0.0% | -4.8% | i | -14.2% | -11.1% | 11.7% | / | -59.2%[inhibitor] | -0.3
COc1ccccc1C(=O)NCCC(=O)N1CCN(C(C)=O)CC1 | -0.8% | ? | i | 28.1% | 1.2% | 3.1% | ? | 11.9% | 2.4

Returning to the listing with the two entries that preceded the break.
SMILES | MmCpn inh | TGFb SMAD3 inh | Akt phos inh | HepG2 tox | A549 tox | Nrf2 ARE act | Nrf2 block | Abeta rescue | CCT chaperon mod
CC12CN(C(=O)c3ccc(Cl)cc3)C3(C#N)CC1CCC23C (stereo unspecified) | 0.0% | 6.8% | i | -12.9% | -10.4% | 0.4% | 8.7% | 22.5% | -0.6
Cc1onc(-c2c(F)cccc2Cl)c1-c1nnc(-c2cccc3ccccc23)o1 | 1.4% | -14.4% | i | -8.0% | 1.9% | -0.7% | 5.7% | -7.7% | 0.0
CCOC(=O)Cn1c(CN2CCOCC2)nc2c1c(=O)n(C)c(=O)n2C | -0.5% | -0.2% | i | -2.3% | -0.8% | -0.7% | -13.0% | 5.3% | -0.1
CC1(C)CC(=O)c2cc(C(=O)Nc3ccc(Br)cc3)c(=O)[nH]c2C1 | / | 1.3% | / | -1.5% | 5.7% | 0.2% | 5.6% | 0.0% | /
CC(OC(=O)C1CCN(S(=O)(=O)c2ccc(C(C)(C)C)cc2)CC1)C(=O)N1CCOCC1 (stereo unspecified) | 0.2% | 5.9% | i | 4.7% | 1.0% | -0.4% | 1.3% | 9.8% | -0.4
CC1=NN(C(=S)Nc2ccccc2)C(C)(C)C1 | 1.1% | -12.8% | i | -0.9% | 3.2% | 0.7% | 0.9% | 3.6% | -1.4
O=C(NC1CCC(O)CC1)c1cc(Cl)c2c(c1)OCCO2 (stereo unspecified) | 0.5% | -12.2% | i | -6.5% | 7.2% | 3.1% | ? | -6.4% | 1.4
Cc1ncccc1C(=O)N1CCCC(CCC(=O)N2CCN(c3ccccn3)CC2)C1 (stereo unspecified) | 1.7% | -7.4% | i | 0.7% | -1.9% | -1.0% | -3.7% | 7.0% | -1.2
O=C(CN1C(=O)CSc2ccc(S(=O)(=O)N3CCOCC3)cc21)N1CCCCC1 | 0.8% | 22.1% | i | 11.6% | -7.5% | -0.4% | -1.3% | 13.0% | -0.8
CCOC(=O)C1CCCCN1Cc1ccc(F)cc1 (stereo unspecified) | -2.3% | -18.2% | i | 10.0% | -8.6% | 0.3% | 1.4% | 19.3% | 3.0
O=C1CC(c2ccc(S(=O)(=O)NCc3ccccc3)cc2)CN1 (stereo unspecified) | -0.1% | 0.4% | i | -17.1% | 1.8% | -1.5% | -3.8% | -7.9% | -4.0
CCCCn1nnnc1NCc1cccs1 | 0.0% | 5.9% | i | -1.4% | 7.8% | 0.4% | 0.2% | -10.9% | -2.9
Cc1ccc(NC(=O)C2CC(=O)N(Cc3ccccc3)C2)nc1 (stereo unspecified) | 1.6% | 6.4% | i | 5.4% | -7.7% | 0.1% | 5.0% | -7.6% | -0.2
Cc1ccc(/C=N/Nc2nc(C(C)(C)C)cs2)o1 | -4.7% | -7.7% | i | -14.5% | -4.8% | ? | ? | -10.1% | -0.8
CCOc1cccc(C2C=C(c3ccc4c(c3)OCO4)NC(c3ccc(Br)cc3)N2)c1O (stereo unspecified) | / | ? | / | -36.5% | -0.3% | / | 5.6% | / | /
CC(C(=O)NCc1ccc(Cl)cc1)n1cccc1C(=O)c1ccccc1 (stereo unspecified) | 1.8% | -27.5% | i | -0.5% | ? | -0.3% | ? | -18.4% | -0.8
O=C(COC(=O)CNS(=O)(=O)c1ccccc1)Nc1ccc(Cl)cn1 | -1.1% | 0.0% | i | 4.5% | -5.7% | -0.7% | 4.1% | 12.9% | 0.1
Cc1cc(C)cc(NC(=S)N2CCN(c3ncc(C(F)(F)F)cc3Cl)CC2)c1 | 0.9% | -16.2% | i | -28.4% | -10.6% | -0.6% | -17.3% | 2.2% | 0.4
COc1ccc(C)cc1NC(=O)NCc1ccc2c(c1)CCN2C(=O)c1ccccc1 | / | 0.0% | / | -13.0% | ? | -1.0% | / | 5.7% | /
CN(C)CCNc1ncnc2ccccc12 | -0.9% | ? | i | 4.3% | 26.8% | -0.4% | 15.7% | 4.1% | -1.4
